Bioassay records: PubChem, National Center for Advancing Translational Sciences (NCATS)
IL-2 act = IL-2 activation; IL-2 activation reporter assay, cell-based qHTS; stimulated with anti-CD3/CD4/CD28 beads; in transgenic mouse T cells; activation, % (series mostly up to about 46 µM); 0.065% of 360,000 active; in the data active = activation above about 50%; inconclusive = mostly about 30% to 49%; also: 0% is about no effect
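First, unstimulated transgenic mouse T cells were exposed to compound for 60 min. Next, anti-CD3/anti-CD4-coated beads with anti-CD28 were added. Finally, after 18 h at 37 degrees C, EGFP and DsRed were imaged.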
HepG2 viability = counter-screen for TGF-b inhibitors: cytotoxicity in HepG2 cells | HepG2 CAGA-GFP viability, ATP luminescence, 18 h | Potency, µM (top dose mostly 46.1 µM), for inactives: at the top dose activity change, negative = cytotoxicity, most hits filed as cytotoxic | 0.76% of 410,000 active | AID 588856; also: potency is read from the fitted curve at half-maximal effect; some results filed as inactive show a strong effect at the top dose
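HepG2 CAGA-GFP cells (1000/well, DMEM with 1% FBS) received compound, then TGF-beta at 500 pg/mL final, and were incubated 18 hours at 37 degrees C. Viability was read by CellTiter-Glo luminescence. Media-only wells were set as complete cell-killing and DMSO as no toxicity.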
TGFb SMAD3 inh = inhibitors of TGF-b signaling; HepG2 CAGA-GFP TGF-b/SMAD3 reporter, GFP fluorescence, 18 h; TGF-beta stimulated, 500 pg/mL final; Potency, µM (highest dose often 46.1 µM), inactives show at the highest dose activity, negative = inhibition, usual class: inhibitors; 1.2% of 410,000 active; also: potency is read from the fitted curve at half-maximal effect; % is scaled to controls: 0 for no effect and ±100 for the full control effect; nearly all actives have a fitted effect of over 65% in size
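GFP signal (ex488/em500-530) from TGF-beta-stimulated HEPG2 CAGA-GFP cells, 500 pg/mL final, 18 h at 37 degrees C in DMEM plus 1% FBS, normalized to unstimulated and DMSO-stimulated controls.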
ATXN viability = reduces viability in counter-screen for ATXN expression inhibitors; Potency, µM (highest dose often 56.7 µM), actives largely listed as cytotoxic; S2 cells (HEK-293 line with an ATXN2-luciferase reporter) viability, CellTiter-Fluor protease fluorescence, 24 h; 0.49% of 400,000 active; AID 651635; also: potency is read from the fitted curve at half-maximal effect; nearly all actives have a fitted effect of over 40% in size
Nrf2 activator = activates Nrf2 signaling; AREc32 ARE-luciferase reporter (MCF7-derived line), luminescence, 24 h; Potency, µM (highest dose often 46.1 µM), inactives show at the top dose activation, actives largely listed as activators; 0.31% of 410,000 active; also: potency is read from the fitted curve at half-maximal effect; % of control where 0% means no effect; nearly all actives have a fitted effect of over 65% in size
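ARE activation measured as luciferase luminescence (Steady-Glo, 30 min RT) in AREc32_Fluc cells after 24 hr compound exposure at 37 deg C, 5% CO2; cells seeded overnight at 1000/well in OPTI-MEM, 5% FBS.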
ATXN2 expr inh = ATXN2 expression inhibition. HEK-293 ATXN2-luciferase reporter, luminescence, 24 h. Potency, µM (titrated, usually from 57 µM), for the others: at the highest dose activity change, negative = inhibition, actives largely listed as inhibitors. 0.72% of 360,000 active. AID 1745845; also: potency is read from the fitted curve at half-maximal effect; % is scaled to controls: 0 for no effect and ±100 for the full control effect; nearly all actives have a fitted effect of over 55% in size
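ATXN2-luciferase reporter cells (luciferase flanked by upstream and downstream ATXN2 gene portions) were treated 24 h at 37 °C with compounds at up to 57 uM. SteadyGlo luminescence gave expression; GF-AFC fluorescence gave viability.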
EPAC2 agonist = EPAC2 (human) agonism; Potency, µM (series often up to 154 µM), for inactives: at the top dose activation, actives largely listed as activators; EPAC2 activation, biochemical qHTS; response scale: 100% = 6.5 mM cAMP response; Q8WZA2; 0.079% of 360,000 active; also: potency is read from the fitted curve at half-maximal effect; nearly all actives have a fitted effect of over 50% in size
Target sequence (Q8WZA2 whole entry, looked up): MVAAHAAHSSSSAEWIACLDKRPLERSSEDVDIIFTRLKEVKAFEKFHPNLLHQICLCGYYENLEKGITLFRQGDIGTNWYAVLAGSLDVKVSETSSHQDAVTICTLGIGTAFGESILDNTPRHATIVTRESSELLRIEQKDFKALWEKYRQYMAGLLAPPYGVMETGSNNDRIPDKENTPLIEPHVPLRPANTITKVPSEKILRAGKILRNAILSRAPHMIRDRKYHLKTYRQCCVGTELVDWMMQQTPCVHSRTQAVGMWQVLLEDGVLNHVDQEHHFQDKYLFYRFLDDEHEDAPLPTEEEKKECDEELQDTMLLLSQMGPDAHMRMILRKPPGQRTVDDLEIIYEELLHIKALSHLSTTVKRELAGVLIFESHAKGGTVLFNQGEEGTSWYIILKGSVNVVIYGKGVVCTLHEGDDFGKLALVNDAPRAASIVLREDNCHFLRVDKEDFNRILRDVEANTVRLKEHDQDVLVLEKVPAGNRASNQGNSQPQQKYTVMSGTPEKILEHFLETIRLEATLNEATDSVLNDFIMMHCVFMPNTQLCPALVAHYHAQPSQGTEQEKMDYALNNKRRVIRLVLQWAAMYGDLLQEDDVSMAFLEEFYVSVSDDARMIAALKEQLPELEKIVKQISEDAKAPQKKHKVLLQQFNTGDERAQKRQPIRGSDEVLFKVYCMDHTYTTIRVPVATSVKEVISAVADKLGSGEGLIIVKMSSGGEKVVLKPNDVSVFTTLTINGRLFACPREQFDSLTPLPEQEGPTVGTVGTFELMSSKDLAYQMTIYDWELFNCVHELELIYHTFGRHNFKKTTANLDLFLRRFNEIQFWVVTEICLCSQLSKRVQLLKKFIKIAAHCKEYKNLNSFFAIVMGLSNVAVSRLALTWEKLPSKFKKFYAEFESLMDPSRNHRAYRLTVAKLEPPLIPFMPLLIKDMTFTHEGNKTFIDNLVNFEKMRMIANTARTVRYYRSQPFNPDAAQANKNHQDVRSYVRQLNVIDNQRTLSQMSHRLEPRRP
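Exchange assay: 100 nM EPAC2 with 250 nM Rap1B-BODIPY-GDP and 50 uM GDP. Fluorescence (ex 480/em 540 nm) read every 5 min for 30 min at room temperature. Data normalized to 6.5 mM cAMP as agonist control.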
A549 tox = counter-screen for Nrf2 inhibitors: cytotoxicity in A549 cells; Potency, µM (top dose mostly 46 µM), without a hit: at the highest dose activity change, negative = cytotoxicity, most hits filed as inhibitors; 0.16% of 390,000 active; A549 ARE-Fluc cells, CellTiter-Fluor viability, 18-24 h; also: potency is read from the fitted curve at half-maximal effect; % is scaled to controls: 0 for no effect and ±100 for the full control effect
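A549 ARE_Fluc cells in 5% FBS OPTI-MEM were exposed to compounds in concentration-response for 18-24 h at 37 deg C. Viability was read by CellTiter-Fluor fluorescence (Ex 405/Em 525) after 30 min, before the luciferase read.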
Nrf2 block = inhibitors of Nrf2 signaling. A549 ARE-Fluc reporter, luciferase luminescence, 18-24 h. Potency, µM (top dose mostly 46 µM), without a hit: at the top dose activity change, negative = inhibition, actives largely listed as inhibitors. 2.1% of 360,000 active. AID 504444; also: potency is read from the fitted curve at half-maximal effect; % is scaled to controls: 0 for no effect and ±100 for the full control effect; nearly all actives have a fitted effect of over 60% in size
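Concentration-response testing used A549 ARE_Fluc cells at 5000 cells/well. Following an 18-24 h compound incubation, viability was read by fluorescence (Ex 405/Em 525) and luciferase output by luminescence.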
Starred values were filed as active, the others as inactive; i = inactive; ? = inconclusive; nt = not tested or not shown; [ ] = another dose, or the depositor's remark. Unless noted, calls follow the shape of the dose curve; as a rule, active = well fitted curve in the direction sought with a large enough effect; inconclusive = small, poorly fitted or top-dose-only effect, or another doubt; inactive = no such curve, though single readings can be large; an effect the other way counts as inactive or inconclusive.

structure | Nrf2 block | ATXN viability | TGFb SMAD3 inh | HepG2 viability | ATXN2 expr inh | IL-2 act | EPAC2 agonist | Nrf2 activator | A549 tox
CCOc1ccccc1NC(=O)c1ccc(Cl)c(NC(=O)CC(c2ccccc2)c2ccccc2)c1 | -1% | i | -22% | -8% | -9% | -1.9 | -12% | 5.8% | -1%
O=C(CSc1nnc(-c2c[nH]c3ccccc23)n1-c1ccc(F)cc1)NCc1ccco1 | 9% | ? | -19% | 11% | 21% | 0.9 | -3% | 8.8% | -7%
CCOc1ccc(-n2ccnc2SCC(=O)Nc2cccc3ccccc23)cc1 | nt | nt | -5% | 12% | nt | nt | nt | 0.0% | 7%
CCOC(=O)c1ccc(NC(=O)N2CCCCC2)cc1 | ? | i | -3% | 5% | 40% | -1.0 | -4% | 0.1% | -6%
CSCC[C@H](NC(=O)C1CCN(C(=O)[C@@H](N)Cc2ccccc2)CC1)C(=O)O | 4% | i | 1% | 0% | 5% | 0.7 | -3% | -0.3% | 2%
CC(Oc1ccc(Cl)cc1Cl)c1nc(-c2ccc(NC(=O)c3ccncc3)cc2)no1 (stereo not given) | 10µM* | i | ? | -72% | ? | -2.8 | 11% | 0.3% | -1%
C/C(=N/OC(=O)c1c(-c2c(Cl)cccc2Cl)noc1C)c1cnccn1 | -12% | i | -4% | 2% | -12% | -3.4 | 4% | 0.7% | 6%
CCC(CC)C(=O)NCCNC(=O)C(CC)CC | -5% | i | 24% | 9% | 2% | -0.5 | 0% | 0.2% | 0%
O=[N+]([O-])c1ccc(-c2ccc(/C=N/n3cnnc3)o2)c(Br)c1 | ? | i | -1% | -2% | 167%[activator] | 0.2 | 10% | 0.0% | 0%
COc1cc(/C=C/C(=O)Nc2nc3ccc(S(=O)(=O)N(C)C)cc3s2)cc(OC)c1OC | -8% | i | -26% | -6% | -10% | 0.1 | -15% | -0.1% | -5%
Cc1ccc(NC(=O)NCCOCCn2c(=O)oc3ccccc32)cc1C | -20% | i | ? | -29% | -23% | nt | nt | 0.4% | 1%
Clc1cccc(Cl)c1CON/C=N/c1ncnc2sccc12 | ? | i | 3% | 1% | 2% | -0.9 | ? | 0.3% | -4%
N#Cc1c(N2C(=O)C3C4C=CC(C4)C3C2=O)sc2c1CCC2 (stereo not given) | 9% | i | -3% | -26% | 8% | 1.6 | 4% | -0.5% | 2%
CC(OC(=O)c1ccc(S(=O)(=O)N(C)c2ccccc2)cc1)C(=O)NCCC1=CCCCC1 (stereo not given) | ? | i | -15% | -15% | 0% | -1.3 | -5% | 0.2% | 1%
CN(Cc1ccccc1)C(=O)[C@@H]1CCCN1S(=O)(=O)c1ccc(Cl)cc1 | -3% | i | 7% | 6% | -12% | 1.1 | 7% | 3.9% | 0%
C[C@]12CCC(O)CC1CCC1C2CC[C@]2(C)C(c3cc(C(F)(F)F)n[nH]3)CCC12 (stereo not given in full) | 7% | i | 8% | -30% | nt | 1.0 | -9% | 0.0% | 6%
CCn1c(SCC(=O)N/N=C/C=C/c2ccco2)nnc1-c1ccccc1 | 8% | i | 0% | -14% | -1% | 0.0 | 5% | 0.6%[9.22 µM] | 1%
O=C(Nc1c(-c2ccccc2)[nH][nH]c1=O)c1cccc(C(F)(F)F)c1 | nt | i | -2% | 14% | 9% | 0.0 | -3% | 0.1% | nt
CNS(=O)(=O)c1cccc(C(=O)OCC(=O)NC2CCCC2)c1 | -6% | i | 20% | 26% | -2% | -2.6 | 10% | -0.7% | 0%
CC1=Nn2c(nnc2-c2ccc(F)cc2)SC1 | 23% | i | -1% | -34% | 20% | -2.2 | 4% | 0.1% | 4%
Cc1ccc(COc2ccsc2C(=O)NNC(N)=S)cc1 | -1% | i | 5% | 2% | 7% | 0.2 | -5% | 6.3% | -1%
COc1cc(C(=O)NCC2CCCO2)cc(OC)c1OC (stereo not given) | 4% | i | 9% | -5% | 0% | -1.9 | 5% | 0.0% | -2%
Cc1cc(C(=O)N2CCN(S(C)(=O)=O)CC2)cs1 | nt | i | 9% | -1% | 0% | 0.7 | 9% | -0.7% | 9%
COc1ccc(CNCCS(=O)(=O)NC2CCCCC2)cc1 | 4% | i | -27% | -11% | 6% | -0.4 | 0% | -0.3% | 19%
COc1cccc(CNC(=O)CCCN2C(=O)CSc3c2c(C)nn3-c2ccccc2)c1 | -2% | i | -59% | -6% | -5% | nt | nt | 3.9% | -8%

Some of the entries so far, with values under each structure.
Values in the order: Nrf2 block, ATXN viability, TGFb SMAD3 inh, HepG2 viability, ATXN2 expr inh, IL-2 act, EPAC2 agonist, Nrf2 activator, A549 tox
- C[C@]12CCC(O)CC1CCC1C2CC[C@]2(C)C(c3cc(C(F)(F)F)n[nH]3)CCC12 (stereo not given in full)
→ 7%, i, 8%, -30%, nt, 1.0, -9%, 0.0%, 6%
- CCn1c(SCC(=O)N/N=C/C=C/c2ccco2)nnc1-c1ccccc1
→ 8%, i, 0%, -14%, -1%, 0.0, 5%, 0.6%[9.22 µM], 1%
- O=C(Nc1c(-c2ccccc2)[nH][nH]c1=O)c1cccc(C(F)(F)F)c1
→ nt, i, -2%, 14%, 9%, 0.0, -3%, 0.1%, nt
- CNS(=O)(=O)c1cccc(C(=O)OCC(=O)NC2CCCC2)c1
→ -6%, i, 20%, 26%, -2%, -2.6, 10%, -0.7%, 0%
- CC1=Nn2c(nnc2-c2ccc(F)cc2)SC1
→ 23%, i, -1%, -34%, 20%, -2.2, 4%, 0.1%, 4%
- Cc1ccc(COc2ccsc2C(=O)NNC(N)=S)cc1
→ -1%, i, 5%, 2%, 7%, 0.2, -5%, 6.3%, -1%
- COc1cc(C(=O)NCC2CCCO2)cc(OC)c1OC (stereo not given)
→ 4%, i, 9%, -5%, 0%, -1.9, 5%, 0.0%, -2%
- Cc1cc(C(=O)N2CCN(S(C)(=O)=O)CC2)cs1
→ nt, i, 9%, -1%, 0%, 0.7, 9%, -0.7%, 9%
- COc1ccc(CNCCS(=O)(=O)NC2CCCCC2)cc1
→ 4%, i, -27%, -11%, 6%, -0.4, 0%, -0.3%, 19%
- COc1cccc(CNC(=O)CCCN2C(=O)CSc3c2c(C)nn3-c2ccccc2)c1
→ -2%, i, -59%, -6%, -5%, nt, nt, 3.9%, -8%

More results follow:
structure | Nrf2 block | ATXN viability | TGFb SMAD3 inh | HepG2 viability | ATXN2 expr inh | IL-2 act | EPAC2 agonist | Nrf2 activator | A549 tox
O=C(C1CCN(S(=O)(=O)c2cnc[nH]2)CC1)N1CCN(Cc2ccc3c(c2)OCO3)CC1 | 4% | i | -11% | -40% | -2% | 0.4 | -5% | -0.4% | 1%
O=C1NN(c2ccc(Cl)cc2)C(=O)/C1=C\c1ccc(-c2cccc(C(=O)O)c2)o1 | ? | i | -3% | 5% | 7%[11.3 µM] | 0.8 | 0% | 1.7% | -2%
CCOC(=O)C(NC(C)=O)C(=O)Nc1ccc(C(C)C)cc1 (stereo not given) | -3% | i | -3% | -6% | -34%[11.3 µM] | 3.2 | 2% | 0.0% | ?
CCCSCCCNC(=O)c1ccccc1NC(=O)C1=CSCCO1 | 2% | ? | 1% | -26% | nt | 2.0 | 10% | 2.3% | -1%
COc1ccc([N+](=O)[O-])cc1NC(=O)C(C)OC(=O)CN1C(=O)C2CC=CCC2C1=O (stereo not given) | -15% | nt | -3% | 0% | -22% | -0.6 | 1% | 3.7% | 6%
COc1ccc(CNC(=O)C(=O)NCC(c2ccco2)S(=O)(=O)c2ccc(Cl)cc2)cc1 (stereo not given) | nt | nt | -15% | -13% | nt | nt | nt | 0.0% | 5%
CCOc1ccc(CCNC(=O)CCc2nnc3ccc(N4CCCCC4)nn23)cc1OCC | -12% | i | -15% | -1% | -3% | -1.6 | 7% | -0.8% | -3%
Cc1cc(C)c(S(=O)(=O)c2ccc(F)cc2)c(C)c1 | nt | i | 20% | -2% | nt | -4.5 | 10% | 2.4% | nt
CC(Sc1nnnn1C)C(=O)NC(=O)NC1CCCCC1 (stereo not given) | 3% | i | 0% | -2% | 4% | 0.0 | 4% | -0.7% | 5%
Nc1nc2ccccc2nc1N | 3% | i | -10% | 0% | 13% | -3.4 | -1% | -0.1% | -10%
CCOc1ccc(-c2nn[nH]n2)cc1 | 5% | i | -2% | -23% | 6% | -0.3 | -7% | 0.1% | 1%
CC(C)CCN(C(=O)c1cc(=O)[nH]c2ccccc12)c1c(N)n(Cc2ccccc2)c(=O)[nH]c1=O | 3% | i | 15% | 15% | nt | 0.5 | 9% | 1.5% | 10%
COc1cc(C(=O)N/N=C/c2cn(Cc3ccccc3)c3ccccc23)ccc1O | ? | i | -19% | -6% | -6% | 1.0 | 12% | 3.9% | 0%
COC(=O)C(C)Oc1cc(OC(C)C(=O)OC)c2c(C)c(Cl)c(=O)oc2c1 (stereo not given) | 9% | ? | -15% | -28% | 1% | -2.1 | 4% | 3.0% | -2%
O=C(/C=C/c1cc([N+](=O)[O-])ccc1OC(F)F)Nc1cccc([N+](=O)[O-])c1 | -19% | i | -4% | 4% | -4% | 0.4 | 10% | 33% | -3%

Random excerpt: 2 entries already listed, in no set order.
structure | Nrf2 block | ATXN viability | TGFb SMAD3 inh | HepG2 viability | ATXN2 expr inh | IL-2 act | EPAC2 agonist | Nrf2 activator | A549 tox
CCOc1ccc(-c2nn[nH]n2)cc1 | 5% | i | -2% | -23% | 6% | -0.3 | -7% | 0.1% | 1%
CC(Sc1nnnn1C)C(=O)NC(=O)NC1CCCCC1 (stereo not given) | 3% | i | 0% | -2% | 4% | 0.0 | 4% | -0.7% | 5%
